Source: PubChem BioAssay (Broad Institute)
S100A4 inh HTS: blocks human S100A4 binding to myosin IIA peptide; AID 652163; S100A4/TAMRA-MyoIIA peptide fluorescence polarization; inhibition, % at 10.7 µM; hit rate 0.14% among 360,000;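 active means mean inhibition of at least 70% across replicates, with every replicate also reaching that level; inconclusive means mean inhibition reaches 70% but some replicates fall short; inactive means mean inhibition below 70%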
Target sequence (P26447 whole entry, looked up): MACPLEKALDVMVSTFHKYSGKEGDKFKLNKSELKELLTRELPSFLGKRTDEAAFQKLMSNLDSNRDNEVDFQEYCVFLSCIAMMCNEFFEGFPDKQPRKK
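Material: S100A4 monomer protein | Medium: HEPES pH 7.2 with CaCl2, KCl, NaCl, DTT, Triton | Reagent: Labelled myosin peptide probe, 5 nM | Doses: One dose per compound | Times: 5 min incubation before reading | Benchmarks: Neutral control DMSO, positive control TFP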
ERAP1 inh: inhibitors of human ERAP1 aminopeptidase; AID 652197; recombinant ERAP1, Leu-AMC fluorescence, 60 min; Q9NZ08; hit rate 0.15% among 340,000; inhibition, % at 10.7 µM;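 active means mean replicate inhibition of at least 30%, or all replicates individually reaching that 30% level; inactive means mean below 30% and not every replicate reaching it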;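 further: 0% = neutral control wells and 100% = L-leucinethiol positive control wells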
Target sequence (Q9NZ08 whole entry, looked up): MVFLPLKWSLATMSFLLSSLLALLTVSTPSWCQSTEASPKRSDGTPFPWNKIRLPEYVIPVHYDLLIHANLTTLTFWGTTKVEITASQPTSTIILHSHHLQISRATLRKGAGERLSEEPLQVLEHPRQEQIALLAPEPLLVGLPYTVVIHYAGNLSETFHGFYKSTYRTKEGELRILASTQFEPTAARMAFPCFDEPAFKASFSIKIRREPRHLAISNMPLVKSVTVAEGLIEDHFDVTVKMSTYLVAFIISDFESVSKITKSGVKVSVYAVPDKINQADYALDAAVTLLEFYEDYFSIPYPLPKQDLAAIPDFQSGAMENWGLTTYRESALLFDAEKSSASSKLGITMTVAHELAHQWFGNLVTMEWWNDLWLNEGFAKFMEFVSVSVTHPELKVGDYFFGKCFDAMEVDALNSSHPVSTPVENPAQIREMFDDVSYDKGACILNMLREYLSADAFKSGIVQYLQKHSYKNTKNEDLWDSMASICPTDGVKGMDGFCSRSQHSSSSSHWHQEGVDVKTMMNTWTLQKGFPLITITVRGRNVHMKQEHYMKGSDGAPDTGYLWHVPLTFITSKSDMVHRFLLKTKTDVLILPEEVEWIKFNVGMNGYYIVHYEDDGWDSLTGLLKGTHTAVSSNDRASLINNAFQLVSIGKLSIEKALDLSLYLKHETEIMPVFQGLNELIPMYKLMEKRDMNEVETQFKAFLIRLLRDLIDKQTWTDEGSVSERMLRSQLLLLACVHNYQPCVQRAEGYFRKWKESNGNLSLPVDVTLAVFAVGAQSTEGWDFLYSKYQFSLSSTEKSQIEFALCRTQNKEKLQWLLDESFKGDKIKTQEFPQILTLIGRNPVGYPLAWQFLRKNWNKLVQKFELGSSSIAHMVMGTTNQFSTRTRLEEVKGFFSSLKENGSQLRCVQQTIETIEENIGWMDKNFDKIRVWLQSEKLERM
LGR2 antag: Drosophila LGR2 receptor signaling inhibition; HEK293 LGR2, CRE-luciferase, bursicon-stimulated, 4 h; inhibition, % at 9.99 µM; hit rate 0.35% among 380,000;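 active means drop in luminescence signal, shown as inhibition above about 50% in the replicate tests, limit read from the data, passing the limit was not always enough; inconclusive means probably only some replicates passing the limit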;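 further: agonist challenge used bursicon conditioned medium at about half maximal strength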
EWS-Fli inh: inhibitors of EWS/Fli oncoprotein transcriptional activity; inhibition, % at 12.6 µM; A673 NR0B1-luciferase reporter, viability-normalised; hit rate 0.67% among 350,000;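 active means mean inhibition of at least 50% after viability correction, with every replicate also passing that limit; inconclusive means mean reaches 50% but only one of two replicates passes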;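 further: firefly luciferase signal divided by Alamar Blue viability fluorescence both relative to DMSO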
FN deposit inh: fibronectin deposition inhibition; AH1F fibroblasts, Alexa488-fibronectin deposition fluorescence, overnight; inhibition, % at 12.6 µM; hit rate 0.086% among 350,000; AID 743247;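 active means mean inhibition across replicates of 30% or more, regardless of how many single replicates reach that level; inconclusive means mean under 30% yet at least half of replicates reach 30%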;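 further: positive control wells lacked labelled fibronectin entirely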
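Assay system: AH1F fibroblast monolayer, labelled fibronectin deposition. Amount: 10000 cells per well. Also added: labelled fibronectin 24 nM. Compound: single-point pinned compound. Incubation: cell attachment 1 h, compound and FN exposure overnight. Detection: fluorescence after three HBSS washes, excitation 485 nm, emission 525 nm. Read-out: inhibition of fibronectin deposition signal.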
PglD DTNB: inhibitors of Campylobacter jejuni PglD acetyltransferase; purified PglD enzyme, DTNB colorimetric CoA detection; inhibition, % at 12.5 µM; hit rate 0.098% among 360,000; AID 602405; in the data active means inhibition above about 16%, passing the limit was not always enough; inconclusive means no clear call, values can overlap the other calls; further: strong numbers were not always called active
PGC1a acetyl inh: PGC1a acetylation modulation, inhibitor mode | U2OS PGC1a acetylation, AlphaScreen anti-acetyl-lysine; with virally co-expressed GCN5 acetyltransferase | inhibition, % at 15.6 µM | hit rate 0.17% among 350,000 | AID 651687;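 active means every replicate shows inhibition of at least 40%; inconclusive means mean inhibition at least 40% but some replicate below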;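 further: 0% = neutral control wells and 100% = positive control wells; some results beyond the cut were filed as inactive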
PAX8 inh HTS: lowers PAX8-driven luciferase in RMG-I cells | RMG-I TPO-luciferase reporter, SteadyGlo, 24 h | inhibition, % at 12.6 µM | hit rate 1.2% among 360,000 | AID 652154;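 active means mean replicate inhibition at least 60% with every replicate also reaching 60%; inconclusive means only one of the two criteria is met; inactive means mean below 60% and not all replicates reaching 60%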;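 further: luciferase light reporting Pax8 driven TPO promoter activity; plate controls were median of neutral control wells for no effect and mitoxantrone controls for full effect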
* marks the source's active call; other numbers are inactive results; ? = inconclusive; / = no result given.

1: CN(C)C(=O)c1cccc(-c2ccc3c(c2)[C@H]2[C@H](CCN2C(=O)c2cnccn2)[C@H](CO)N3)c1
2: O=C1c2cccc3c([N+](=O)[O-])ccc(c23)C(=O)N1O
3: Cc1ccccc1OC/C(O)=C(\C#N)c1nc2ccccc2[nH]1
4: Cc1cccc(NC(=S)NN(Cc2ccccc2)c2ccccc2)c1C
5: O=C(Nc1ccccc1C(=O)Nc1ccccn1)c1cc(F)c(F)cc1Cl
6: CN(C(=O)c1ccccc1C(=O)OCC(=O)NCc1cccs1)C1CCCCC1
compound no.	1	2	3	4	5	6
S100A4 inh HTS	-4	-2	-10	/	17	-11
ERAP1 inh	2	2	-1	/	-4	3
LGR2 antag	4	-46	12	/	11	39
EWS-Fli inh	-1	1	/	/	12	3
FN deposit inh	-11	-4	/	-1	-1	-8
PglD DTNB	1	-3	1	-6	-5	1
PGC1a acetyl inh	9	/	5	-20	-12	8
PAX8 inh HTS	-11	52	/	-19	3	20

Six compounds drawn at random from those above:
6: CN(C(=O)c1ccccc1C(=O)OCC(=O)NCc1cccs1)C1CCCCC1
2: O=C1c2cccc3c([N+](=O)[O-])ccc(c23)C(=O)N1O
4: Cc1cccc(NC(=S)NN(Cc2ccccc2)c2ccccc2)c1C
5: O=C(Nc1ccccc1C(=O)Nc1ccccn1)c1cc(F)c(F)cc1Cl
1: CN(C)C(=O)c1cccc(-c2ccc3c(c2)[C@H]2[C@H](CCN2C(=O)c2cnccn2)[C@H](CO)N3)c1
3: Cc1ccccc1OC/C(O)=C(\C#N)c1nc2ccccc2[nH]1
compound no.	6	2	4	5	1	3
S100A4 inh HTS	-11	-2	/	17	-4	-10
ERAP1 inh	3	2	/	-4	2	-1
LGR2 antag	39	-46	/	11	4	12
EWS-Fli inh	3	1	/	12	-1	/
FN deposit inh	-8	-4	-1	-1	-11	/
PglD DTNB	1	-3	-6	-5	1	1
PGC1a acetyl inh	8	/	-20	-12	9	5
PAX8 inh HTS	20	52	-19	3	-11	/

The listing continues:
7: CCCCN(C(=O)CN1CCOCC1)c1c(N)n(CC(C)C)c(=O)[nH]c1=O
8: CC(C)C[C@H](NC(=O)c1nc[nH]c1C(=O)N[C@@H](CC(C)C)C(=O)OC(C)(C)C)C(=O)OCc1ccccc1
9: COc1ccc(C2=NCC(CSc3nnc(-c4ccc5c(c4)OCO5)o3)S2)cc1 (stereo unspecified)
10: CC(=O)Nc1sc(-c2ccccc2)nc1-c1ccccc1
11: O=c1n(Cc2ccccc2Cl)nc2n1-c1ccccc1SC2
12: CCc1cnc(N2[C@@H](C#N)[C@@H](c3ccc(-c4cccc(F)c4)cc3)[C@@H]2CO)s1
compound no.	7	8	9	10	11	12
S100A4 inh HTS	-1	0	/	2	-1	-15
ERAP1 inh	0	6	/	-2	2	1
LGR2 antag	12	/	/	-34	/	33
EWS-Fli inh	6	16	/	-24	-41	4
FN deposit inh	-8	5	0	-2	-3	-4
PglD DTNB	/	/	-4	/	/	-4
PGC1a acetyl inh	/	/	-7	0	11	-22
PAX8 inh HTS	4	59	-8	-12	-107	1

13: Cc1ccc(Cl)cc1N(C(=O)c1csnn1)C(C(=O)NC1CCCC1)c1ccco1 (stereo unspecified)
14: CCN(CC)C(=O)Cn1cc(/C=C(\C#N)C(=O)N2CCN(c3ccccc3)CC2)c2ccccc21
15: C[C@@H]1CN([C@@H](C)CO)C(=O)c2cc(C#Cc3cccnc3)cnc2O[C@@H]1CN(C)Cc1ccc(F)cc1
16: CCC(C)CN1C(=O)CSCC1(C)C(=O)NC(C)C (stereo unspecified)
17: O=C(c1cccc(S(=O)(=O)N2CCc3ccccc3C2)c1)N1CCN(c2ccccc2)CC1
18: CCCN1C[C@@H](C)[C@@H](OC)CN(C)C(=O)c2cc(NC(=O)Nc3cccc(OC)c3)ccc2OC[C@@H]1C
compound no.	13	14	15	16	17	18
S100A4 inh HTS	-1	/	-2	-10	/	/
ERAP1 inh	-2	/	-1	/	/	/
LGR2 antag	8	12	1	-4	-6	-11
EWS-Fli inh	-3	/	5	-12	/	-8
FN deposit inh	6	2	/	3	0	-23
PglD DTNB	0	-5	-2	/	-2	/
PGC1a acetyl inh	-13	13	2	/	-2	7
PAX8 inh HTS	1	/	-2	-5	15	/

19: O=C(COC(=O)CCC(=O)c1cccs1)Nc1ccccc1[N+](=O)[O-]
20: Cc1ccc(OCC(O)CNCc2ccccc2)cc1C (stereo unspecified)
21: C[C@H](O)C#Cc1ccc2c(c1)O[C@@H](CN(C)C(=O)C1CC1)[C@@H](C)CN([C@@H](C)CO)S2(=O)=O
22: COc1cc2cc(CN(CCN3CCOCC3)C(=O)Nc3ccc(F)cc3)c(=O)[nH]c2cc1OC
23: O=C(Nc1ccc(S(=O)(=O)Nc2ccc(F)cc2)cc1)c1ccc(CN2CCOCC2)cc1
24: C[C@H]1CN([C@@H](C)CO)C(=O)c2cccc(NC(=O)C3CCCCC3)c2O[C@H]1CN(C)S(=O)(=O)c1cccs1
compound no.	19	20	21	22	23	24
S100A4 inh HTS	9	-9	2	-1	-2	-5
ERAP1 inh	3	0	3	/	2	0
LGR2 antag	1	-5	-5	21	25	-3
EWS-Fli inh	-6	-2	0	5	18	-7
FN deposit inh	-5	-4	2	3	-13	/
PglD DTNB	/	-2	0	-3	/	-3
PGC1a acetyl inh	/	-18	/	/	/	11
PAX8 inh HTS	12	-9	/	-2	26	38

25: C/C=C/c1ccc([C@H]2[C@@H](CO)N(C(=O)CC)[C@@H]2CNCC2CCCC2)cc1
26: Cc1noc(C)c1S(=O)(=O)Nc1ccc2c(c1)C(=O)N([C@H](C)CO)C[C@H](C)[C@@H](CN(C)C(=O)Nc1cccc3ccccc13)O2
27: CCC1=Nc2cc(C(=O)NCCCN3CCN(C)CC3)ccc2Sc2ccccc21
28: CCc1ccc(C(=O)Nc2cc(S(=O)(=O)N3CCOCC3)ccc2N2CCOCC2)cc1
29: CCCNC(=O)C[C@@H]1CC[C@@H]2[C@H](COC[C@@H](O)CN2C(=O)CC)O1
30: O=C(Nc1ncc([N+](=O)[O-])s1)C1CCN(S(=O)(=O)c2cnc[nH]2)CC1
compound no.	25	26	27	28	29	30
S100A4 inh HTS	2	-2	2	0	-7	-3
ERAP1 inh	-5	-1	3	1	2	4
LGR2 antag	-6	15	11	14	9	-21
EWS-Fli inh	/	7	7	11	/	-48
FN deposit inh	-10	/	4	9	7	/
PglD DTNB	/	0	-3	-2	5	-6
PGC1a acetyl inh	/	-2	-2	/	-5	-3
PAX8 inh HTS	/	/	-2	1	/	/

31: O=C1c2ccccc2C(=O)N1CCC(O)C[N+](=O)[O-] (stereo unspecified)
32: O=c1[nH]c(=S)[nH]c2nc(-c3ccccc3)cnc12
33: OC(COc1ccc2ccccc2c1)CN1CCN(c2ccc(F)cc2)CC1 (stereo unspecified)
34: COc1cc(/C=N/Nc2ccc(C(=O)O)cc2)ccc1O
35: CNC[C@@H]1Oc2cc(-c3ccccc3F)ccc2S(=O)(=O)N([C@H](C)CO)C[C@H]1C
36: Cc1ccc(C(=O)NC(=O)CSc2nncn2C)cc1
compound no.	31	32	33	34	35	36
S100A4 inh HTS	-29	0	-2	-4	-34	2
ERAP1 inh	-2	16	/	-15	-1	-4
LGR2 antag	-1	-4	0	23	13	15
EWS-Fli inh	-3	-2	0	-29	6	-1
FN deposit inh	-8	-5	-8	3	3	7
PglD DTNB	/	/	1	/	-3	-2
PGC1a acetyl inh	12	/	-8	/	-15	/
PAX8 inh HTS	1	-27	3	3	17	5

37: CCOc1ccc(NC(=O)CN(C)C(=O)c2cc([N+](=O)[O-])ccc2Sc2ccccc2)cc1OCC
38: CCC(Sc1nc(N)c(NC(=O)c2ccco2)c(=O)[nH]1)C(=O)O (stereo unspecified)
39: CCCOc1cccn2c(N(C)C(=O)c3ccccc3F)c(CC)nc12
40: CCCCN(C(=O)C(C)Oc1ccc(Br)cc1)c1c(N)n(CC(C)C)c(=O)[nH]c1=O (stereo unspecified)
41: C1=C(c2cc3ccccc3cn2)CCCC1
42: O=C(Nc1ccc(C(F)(F)F)cc1-c1ccccc1)c1ccccc1
compound no.	37	38	39	40	41	42
S100A4 inh HTS	-1	-17	-2	-7	4	/
ERAP1 inh	-4	1	0	6	-2	/
LGR2 antag	-6	16	3	-19	-26	-2
EWS-Fli inh	-3	-2	-7	-5	-66	/
FN deposit inh	-9	3	-5	-9	0	7
PglD DTNB	0	-7	4	0	-2	-2
PGC1a acetyl inh	-6	-3	7	2	9	-13
PAX8 inh HTS	20	/	-15	4	-256	17

43: CCC(C)NC(=S)Nc1ccc2nc(N3CCOCC3)cc(C)c2c1 (stereo unspecified)
44: CCOc1ccc(-n2ccc(=O)c(C(=O)Nc3ccc(S(=O)(=O)Nc4nccs4)cc3)n2)cc1
45: O=C(Nc1cc(F)ccc1F)N1CC(=O)N2[C@H](C1)[C@@H](c1ccc(-c3cccnc3)cc1)[C@@H]2CO
46: CN(CC(=O)Nc1ccc(F)cc1)C(=O)c1cccc(S(=O)(=O)N2CCN(c3ccccc3)CC2)c1
47: CNC[C@@H]1Oc2ccc(NS(=O)(=O)c3ccccc3)cc2CC(=O)N([C@@H](C)CO)C[C@H]1C
48: Nc1nc(SCC(=O)Nc2ccc3c(c2)OCO3)n[nH]1
compound no.	43	44	45	46	47	48
S100A4 inh HTS	-10	-6	2	-6	-5	-5
ERAP1 inh	-18	2	-1	3	1	2
LGR2 antag	-6	0	4	14	13	5
EWS-Fli inh	3	/	/	20	/	-11
FN deposit inh	6	-8	/	2	/	6
PglD DTNB	6	-1	/	-4	10	/
PGC1a acetyl inh	-9	/	0	/	5	/
PAX8 inh HTS	-20	-1	/	36	-10	-2

49: COc1cc(NC(=O)CCCn2c(=S)[nH]c3ccccc3c2=O)cc(OC)c1OC
50: O=C(COc1ccccc1[N+](=O)[O-])Nc1ccccc1N1CCCC1
51: O=C(c1ccncc1)N1N=C(C2CCCCC2)CC1(O)C(F)(F)F (stereo unspecified)
52: Cc1ccc(C(=O)Nc2ccc(NC(=O)c3ccco3)c(C)c2)cc1
53: Cc1cccnc1NC(=S)NC(=O)c1cncc(Br)c1
54: NS(=O)(=O)c1ccc(N/N=C/c2cn(-c3ccccc3)nc2-c2cccs2)c([N+](=O)[O-])c1
compound no.	49	50	51	52	53	54
S100A4 inh HTS	9	2	-8	-3	-1	-3
ERAP1 inh	3	5	0	-1	2	0
LGR2 antag	-12	19	-17	-8	-84	0
EWS-Fli inh	2	16	4	-71	-42	9
FN deposit inh	-7	/	-1	9	/	/
PglD DTNB	-5	/	/	1	-1	2
PGC1a acetyl inh	36	/	-3	-12	-3	-10
PAX8 inh HTS	6	28	-23	-38	/	31

55: COc1ccc(N2CCN(CCNC(=O)Nc3ccc(C)cc3Cl)CC2)cc1
56: COCC(=O)Nc1ccc2c(c1)[C@H]1C[C@H](CC(=O)NCCc3ccccc3)O[C@H](CO)[C@H]1O2
57: COC(=O)c1cc(=O)n(CCc2ccccc2)c(=Nc2ccc(F)cc2)s1
58: CC1(C(=O)O)CCN1C(=O)c1cccc(OC(F)(F)F)c1 (stereo unspecified)
compound no.	55	56	57	58
S100A4 inh HTS	-7	3	-7	-3
ERAP1 inh	-1	6	8	0
LGR2 antag	-2	8	?	9
EWS-Fli inh	8	-5	7	4
FN deposit inh	-1	-2	-17	-1
PglD DTNB	0	-1	-1	9
PGC1a acetyl inh	0	/	18	/
PAX8 inh HTS	-19	9	7	-5
